Tau fluor counter = counter-screen for tau fibril formation inhibitors | 280,000 compounds, 0.93% hits | Potency, µM (titrated, usually from 57.7 µM), without a hit: at the highest dose activity change, negative = decrease | tau K18 P301L (four-repeat tau fragment) Alexa594 fluorescence, heparin fibrillization; also: % is scaled to controls: 0 for no effect and ±100 for the full control effect; nearly all actives have a fitted effect of over 55% in size
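Human K18 P301L tau (15 uM unlabeled plus 0.24 uM Alexa 594-labeled, final) in 100 mM sodium acetate pH 7 was mixed with compound and 20 uM heparin and incubated 6 hr at 37 C.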
NPSR antagonist = antagonists of human neuropeptide S receptor cAMP signaling; Q6W5P4; CHO-NPSR cells, cAMP TR-FRET, antagonist mode; AID 1461; 220,000 compounds, 1% hits; Potency, µM (titrated, usually from 38.3 µM), inactives show top-dose activity change, negative = inhibition, usual class: inhibitors; also: % is scaled to controls: 0 for no effect and ±100 for the full control effect; nearly all actives have a fitted effect of over 50% in size; many of its hits are not listed in these tables
Target sequence (Q6W5P4 whole entry, looked up): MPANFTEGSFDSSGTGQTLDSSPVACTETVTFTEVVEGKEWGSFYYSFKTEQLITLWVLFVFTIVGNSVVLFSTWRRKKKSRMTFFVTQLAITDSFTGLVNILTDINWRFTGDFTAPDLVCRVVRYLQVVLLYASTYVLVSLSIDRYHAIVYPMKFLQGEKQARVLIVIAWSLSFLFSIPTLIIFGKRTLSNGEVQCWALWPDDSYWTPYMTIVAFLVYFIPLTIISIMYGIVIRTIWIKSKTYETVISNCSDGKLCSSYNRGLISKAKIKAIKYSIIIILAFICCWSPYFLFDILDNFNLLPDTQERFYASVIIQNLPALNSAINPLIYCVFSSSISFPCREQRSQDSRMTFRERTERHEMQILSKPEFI
aGal spleen mod = inhibitors or activators of human alpha-galactosidase in spleen homogenate | human spleen homogenate, 4MU-alpha-Gal fluorescence, 40 min | Potency, µM (doses to about 80 µM), for inactives: top-dose activity change, negative = inhibition, usual class: inhibitors | P06280 | 240,000 compounds, 0.008% hits;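 also: 0% = enzyme with vehicle and -100% = no enzyme basal signal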
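Fluorogenic readout (Ex 365/Em 440 nm) of 4-methylumbelliferone released from 1 mM 4-MU-alpha-galactoside by spleen homogenate, 40 min at 37C, pH 5.0. Data normalized to no-enzyme and enzyme controls; Hill-equation AC50 from compound titrations.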
GAA glycogen = inhibitors or activators of human alpha-glucosidase glycogen cleavage; AID 2100; recombinant GAA, glycogen substrate, Amplex Red glucose oxidase fluorescence; 300,000 compounds, 0.38% hits; Potency, µM (titrated, usually from 76.4 µM), inactives show top-dose activity change, negative = inhibition, usual class: inhibitors;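 also: 0% = full enzyme reaction and -100% = no-enzyme basal signal; the screen sought inhibitors and activators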
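qHTS, 1536-well; enzyme 4 nM final; cpd up to 77 uM; substrate bovine liver glycogen 30 ug; 50 mM citrate/phosphate pH 5.0, 0.01% Tween-20; 37 C, 40 min; Amplex Red detection 45 min RT; Hill fit → AC50.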
GAA inhib = blocks human lysosomal alpha-glucosidase; purified human GAA, 4-MU-alpha-glucoside fluorescence; Potency, µM (series often up to 76.9 µM), without a hit: top-dose activity change, negative = inhibition, actives largely listed as inhibitors; 200,000 compounds, 0.005% hits;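 also: plate controls were uninhibited enzyme wells for no effect and no-enzyme background for full effect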
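Read-out is 4-methylumbelliferone fluorescence (Ex 365/Em 440 nm) after NaOH/glycine stop at pH 10. Enzyme 4 nM, substrate 400 uM, pH 5.0 citrate buffer, 20 min room temperature; AC50 from Hill-equation concentration-response.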
Epigenetic derep = regulators of epigenetic silencing causing reporter derepression in mouse cells | Potency, µM (series often up to 53.9 µM), for inactives: at the highest dose GFP activation, most hits filed as activators | 280,000 compounds, 0.2% hits | murine LDR cells, GFP reporter derepression, 30 h; also: % of control where 0% means no effect; nearly all actives have a fitted effect of over 60% in size
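Readout is the number of GFP-expressing murine LDR cells, counted by cytometry following washing. Cells were treated with compound for 30 h at 37 C; the stably integrated CMV-GFP locus is normally silent.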
aGlu spleen mod = lysosomal alpha-glucosidase (human) modulation; P10253; human spleen homogenate, 4-MU-alpha-glucoside fluorescence; Potency, µM (highest dose often 79.9 µM), without a hit: at the highest dose activity change, negative = inhibition, usual class: inhibitors; 240,000 compounds, 0.006% hits; AID 2112;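 also: 0% = enzyme with vehicle and -100% = no enzyme basal signal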
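Human spleen homogenate (1 ug) with 4-methylumbelliferyl-alpha-D-glucopyranoside (1 mM final) in 50 mM citrate/phosphate pH 5.0, 0.01% Tween-20; 40 min at 37 C. Stopped at pH 10; 4-MU fluorescence Ex 365/Em 440 nm; AC50 by Hill fit.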
ALDH1A1 inh = inhibitors of human aldehyde dehydrogenase 1A1; P00352; AID 1030; 220,000 compounds, 7.3% hits; Potency, µM (top dose mostly 75.3 µM), without a hit: top-dose activity, negative = inhibition, actives largely listed as inhibitors; Purified ALDH1A1, NADH fluorescence, propionaldehyde substrate; active = well fitted inhibition curve with a large enough effect, not every such curve was filed as active; inconclusive = small, poorly fitted or top-dose-only effect, or another doubt; inactive = no such curve, though single readings can be large or run the other way;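 also: plate controls were no enzyme wells and a reference inhibitor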
Target sequence (P00352 whole entry, looked up): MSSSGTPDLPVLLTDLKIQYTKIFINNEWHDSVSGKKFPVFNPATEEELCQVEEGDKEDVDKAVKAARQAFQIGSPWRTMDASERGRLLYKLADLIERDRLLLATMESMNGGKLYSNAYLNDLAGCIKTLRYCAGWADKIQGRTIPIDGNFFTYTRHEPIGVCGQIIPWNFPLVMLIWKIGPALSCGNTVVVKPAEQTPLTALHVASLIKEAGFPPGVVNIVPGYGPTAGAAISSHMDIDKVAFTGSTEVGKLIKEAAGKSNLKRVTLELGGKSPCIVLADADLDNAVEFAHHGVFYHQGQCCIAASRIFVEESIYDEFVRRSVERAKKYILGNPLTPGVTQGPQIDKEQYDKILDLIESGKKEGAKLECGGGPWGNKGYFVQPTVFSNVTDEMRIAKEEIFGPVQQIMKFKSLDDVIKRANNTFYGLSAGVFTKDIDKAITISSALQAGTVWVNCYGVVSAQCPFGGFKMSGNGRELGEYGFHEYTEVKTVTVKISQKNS
Active calls of the source: *; i = inactive; ? = inconclusive; · = not tested or not shown; [ ] = remark or other dose. Unless noted, calls follow the shape of the dose curve; as a rule, active = well fitted curve in the direction sought with a large enough effect; inconclusive = small, poorly fitted or top-dose-only effect, or another doubt; inactive = no such curve, though single readings can be large; an effect the other way counts as inactive or inconclusive. Potency is read from the fitted curve at half-maximal effect.

No. | smiles | Tau fluor counter | NPSR antagonist | aGal spleen mod | GAA glycogen | GAA inhib | Epigenetic derep | aGlu spleen mod | ALDH1A1 inh
1 | COc1ccccc1N1CCN(/N=C/c2ccc(OC)c(OC)c2OC)CC1 | -15% | -7% | -4% | 14% | ? | 0.6% | -3% | -4%
2 | CCOC(=O)Cc1nnc(Nc2ccc(C(=O)NC)cc2)c2ccccc12 | -6% | -5% | 21% | -8% | · | 1.0% | 12% | ·
3 | C=CCn1cnc2sc(C(=O)Nc3ccccc3OC)c(C)c2c1=O | -18% | 1% | -2% | -8% | 2% | -1.0% | 5% | ?
4 | O=C(NC(=S)NCc1ccncc1)c1ccccc1 | -1% | 15% | -2% | 7% | 6% | -0.1% | -2% | -14%
5 | O=C(NCc1ccc2c(c1)CCO2)Nc1cccc(C(F)(F)F)c1 | -25% | 38% | 0% | 3% | -4% | -0.1% | -2% | 1%
6 | O=C(CSc1cccc[n+]1[O-])NCC1CCCCC1 | -2% | 15% | -2% | -12% | -3% | 1.1% | -7% | 1%
7 | Cc1ccc(C)c(NC(=O)c2cc3ccccn3n2)c1 | -6% | -19%[46.1 µM] | 1% | -11% | 0% | -0.8% | -1% | 6%
8 | Cc1ccc(S(=O)(=O)Nc2nccs2)cc1[N+](=O)[O-] | -5% | 33% | -6% | 1% | -13% | 0.8% | -3% | -9%
9 | NC(=O)c1ccccc1N1CCCCC1 | -10% | -6% | 5% | 2% | -17% | -1.3% | -1% | -4%
10 | COc1ccc(C(=O)/C=C/c2ccc(OC)c(COc3ccccc3F)c2)cc1 | -17% | -17% | 5% | -2% | 1% | -1.1% | 1% | 2.5µM*
11 | COc1ccc(C(=O)N2CCN(S(=O)(=O)N3CCOCC3)CC2)cc1OC | 3% | -3%[46.1 µM] | 0% | 1% | -5% | 0.0% | -8% | 11%
12 | O=C(COC(=O)c1ccc[nH]c1=O)NCCc1ccc(Cl)cc1Cl | 4% | -3% | 4% | 0% | · | 13% | -1% | ·
13 | CCCN1CCN(C(c2cc3cc4c(cc3[nH]c2=O)OCO4)c2nnnn2C(C)(C)C)CC1 (stereo unspecified) | 0% | 0%[46.1 µM] | ? | -1% | ? | 1.7% | 16% | ?
14 | C=CCn1c(O)c(N=NC(=S)Nc2ccc(OC)cc2)c2ccccc21 | ? | -5% | -10% | -1% | -5% | 1.3% | -7% | ?
15 | CC(C)N1C(=O)CCC1C(=O)O (stereo unspecified) | -15% | 3% | 2% | 5% | -8% | 0.2% | -10% | 2%
16 | O=C1N=c2ccccc2=C1c1sc(=S)n(NC(=O)c2ccccc2)c1O | ? | -34% | -10% | 3% | · | -2.9% | -2% | ·
17 | CS(=O)(=O)N(CC(=O)N/N=C/c1ccccn1)c1ccc(Oc2ccccc2)cc1 | -22% | -10% | 0% | -12% | -3% | 0.0% | 6% | -10%
18 | COc1cc(OC)cc(C(=O)NCC(=O)OCc2csc(-c3ccccc3)n2)c1 | -12% | 11% | 20% | 6% | 0% | -1.3% | -5% | -10%
19 | C=C(C)c1cccc(C(C)(C)NC(=O)NCc2ccc(OC)cc2)c1 | -5% | 6% | 2% | -4% | 7% | -1.9% | -15% | 18%
20 | CCOc1ccccc1CN1CCC(O)CC1 | -8% | -2%[46.1 µM] | 0% | -2% | 1% | 3.9% | -2% | -6%
21 | O=C(N/N=C/c1ccc(Cl)c([N+](=O)[O-])c1)c1cc(-c2ccc3c4c(cccc24)CC3)n[nH]1 | -30% | ? | 10% | 4% | · | -1.1% | 6% | ·
22 | Cc1c(C(=O)OCC[N+]2(C)CCCCC2)oc2ccccc12 | -9% | -3% | 9% | -1% | 0% | -1.1% | 2% | 0%
23 | CCC(=O)Nc1nonc1-c1nc2ccccc2n1CCC(C)C | -24% | ? | 0% | 0% | ? | -0.1% | -4% | i
24 | CC(=NCCc1c(C)[nH]c2ccc(C)cc12)C1=C(O)CC(c2ccccc2)CC1=O (stereo unspecified) | ? | -47% | 0% | 2% | -12% | -0.9% | 2% | -7%
25 | COc1ccc(/C(=C\Nc2ccc(C)c(C)c2)C(C)=O)cc1OC | -15% | 3% | 5% | -8% | 1% | -1.4% | -7% | -3%
26 | CC(C)CCN1CCN(Cc2nc(-c3ccccc3)cs2)CC1CCO (stereo unspecified) | 8%[2.34 µM] | -13% | -20% | -8% | ? | 0.0% | -7% | 1%
27 | CC(=O)c1ccc(NC(=S)NCCCn2ccnc2)cc1 | -9% | 13% | 1% | -12% | -10% | -0.2% | -1% | -4%
28 | COc1ccc(C(=O)Nc2ccc(N3CCN(C(=O)c4ccccc4)CC3)cc2)cc1[N+](=O)[O-] | ? | -19% | 9% | -9% | -2% | 0.0% | 2% | ?
29 | O=C(NCCN1CCN(c2ccccc2)CC1)c1cccn2c(=O)c3cc(Cl)ccc3nc12 | -6% | -22%[46.1 µM] | -8% | 5% | -3% | 2.3% | -14% | ?
30 | CCOCCCNC(=O)CN1C(=O)C(CC)Oc2ccccc21 (stereo unspecified) | -5% | 8%[46.1 µM] | -1% | 4% | 11% | -0.2% | -5% | 11%
31 | CCN(CC)S(=O)(=O)c1ccc(S(=O)(=O)N2CCN(C(=O)c3ccco3)CC2)cc1 | 5% | -2%[46.1 µM] | 7% | 0% | -3% | 0.0% | -1% | 9%
32 | O=C(NNC(=O)c1ccccc1[N+](=O)[O-])c1cnccn1 | -7% | 5%[46.1 µM] | 0% | 7% | -4% | 0.0% | -8% | 14%
33 | N#CCCNC(=O)CCN1CCCCC1 | -7% | -4%[46.1 µM] | -17% | -6% | 4% | -3.0% | -6% | 5%
34 | C[C@]12CC[C@@H]3c4ccc(O)cc4CC[C@H]3[C@@H]1C[C@@H](O)[C@@H]2O | -2% | 7% | 4% | -8% | -9%[15.4 µM] | 0.2% | 0% | 1%
35 | O=C(OCn1nnc2ccccc2c1=O)c1ccc(O)cc1 | -7% | 3% | 2% | 3% | 5% | -2.9% | 0% | -4%
36 | CCN(CC)S(=O)(=O)c1ccc(C(=O)Nc2cc3oc4ccccc4c3cc2OC)cc1 | -22% | -10% | 0% | -7% | 1% | 1.3% | -3% | ?
37 | O=C(COC(=O)c1ccccc1C(=O)c1ccc(Cl)cc1)NC(c1ccccc1)c1ccccc1 | -9% | -49% | -4% | -3% | 0% | ? | 2% | -1%
38 | COc1ccc2[nH]c(=O)c(CN(Cc3ccc(C)cc3)Cc3nnnn3CC3CCCO3)cc2c1 (stereo unspecified) | -9% | -21%[46.1 µM] | 5% | 0% | -1% | -1.9% | -2% | ?
39 | CCOC(=O)N1CCN(Cc2nc(-c3ccc(C)cc3)no2)CC1 | -11% | -3%[46.1 µM] | -5% | 1% | 0% | -2.2% | 3% | -13%
40 | O=C(NCCOc1ccccc1-c1ccccc1)c1ccco1 | -13% | -20% | -3% | -14% | ? | 16% | 1% | 18%
41 | CCC1C(=O)CC(c2ccc([N+](=O)[O-])cc2)NC1c1ccc([N+](=O)[O-])cc1 (stereo unspecified) | -19% | 28% | 5% | 8% | -7% | -1.0% | 7% | ?
42 | COc1ccc(OC)c(NC(=O)NNC(=O)CCCOc2ccc(Cl)cc2C)c1 | -25% | -4% | -1% | -20% | 7% | -3.9% | -10% | -3%
43 | CC1=C(C(=O)OCc2ccccc2)C(c2ccc(N3CCOCC3)cc2)NC(=O)N1 (stereo unspecified) | -5% | -15%[46.1 µM] | -9% | 5% | ? | -1.3% | 4% | ?
44 | c1cc2c(cc1Cn1cnnn1)OCO2 | 10% | 8%[46.1 µM] | -2% | 56% | -9% | 1.5% | 1% | 4%
45 | Cc1cnc(C(=O)Nc2nnc(SCc3c(Cl)cccc3Cl)s2)cn1 | -20% | -15% | -12% | 4% | 6% | -1.8% | -7% | -13%
46 | O=C(NCC(O)COc1ccc([N+](=O)[O-])cc1)Nc1ccccc1 (stereo unspecified) | -8% | 5% | 3% | -3% | -1%[15.4 µM] | 4.6% | 2% | 20µM*
47 | O=C(Nc1cccc(Cl)c1)NC1CC2CCC(C1)N2Cc1ccco1 (stereo unspecified) | -12% | -3% | -5% | 12% | -5% | 0.0% | 0% | -4%
48 | CC(C)(C)c1ccc(S(=O)(=O)N2CCN(c3ncccn3)CC2)cc1 | 4% | -14% | -1% | 15% | -4% | 1.3% | -2% | 8%
49 | COc1ccc(N2C(=O)CNC2=S)cc1 | -2% | 14% | 4% | ? | 4% | 0.0% | 0% | 8%
50 | O=S(=O)(c1ccc(Cl)cc1)n1nnc2ccccc21 | 0% | -5%[46.1 µM] | -3% | -2% | 10% | -0.9% | -14% | 10%
51 | COc1cccc(OC)c1C(=O)Nc1ccc2c(c1)OCCO2 | -8% | -8%[7.67 µM] | -3% | 7% | 9% | 0.6% | -3% | 2%
52 | O=C(CCCOc1ccc(Cl)cc1Cl)Nc1ncccn1 | -9% | -9% | -9% | 9% | ? | 1.6% | -2% | 0%
53 | CC(=O)Nc1ccc(S(=O)(=O)Nc2cccc(NC(=O)C(C)(C)C)c2)cc1 | -8% | -4%[46.1 µM] | -11% | 1% | 1% | 0.6% | -24% | -15%
54 | Cc1c(Cc2ccc3c(c2)OCO3)sc(NC(=O)c2ccccc2)c1C(N)=O | ? | -16% | 9% | -8% | ? | 7.1% | 0% | ?
55 | COc1ccc(C(=O)NCC(=O)OC2CCCCC2=O)cc1 (stereo unspecified) | -2% | -6%[46.1 µM] | -1% | -4% | -3% | -1.8% | 1% | -8%
56 | Cc1ccc(NC(=O)c2cc(C)n(-c3ccccc3)c2C)cc1 | -22% | -23%[46.1 µM] | 5% | -10% | -10% | 4.6% | -9% | ?
57 | CCCS(=O)(=O)c1c(S(=O)(=O)CCC)c2ccc(C(C)=O)cn2c1C(=O)OC | 7% | -18% | 1% | 4% | 14% | -1.1% | 2% | ?
58 | CCS(=O)(=O)Nc1ccc(NC(C)=O)cc1 | 0% | -4%[46.1 µM] | -4% | 2% | -1% | -5.0% | -11% | 8%
59 | CCC1(CC)Cc2ccccc2-c2nc(NCCCO)[nH]c(=O)c21 | -27% | 28% | ? | 1% | -2% | -4.3% | 6% | ?
60 | CCOc1ccc(NC(=O)Cn2nnc(C(=O)NCc3ccccc3OC)c2N)cc1 | -18% | -4%[46.1 µM] | 4% | 1% | -2% | 0.0% | -13% | 8%
61 | O=C(c1ccc(S(=O)(=O)c2ccccc2Cl)c([N+](=O)[O-])c1)N1CCCCCC1 | -23% | 9% | -2% | 3% | -6% | 1.0% | -8% | ?

A portion of the library; count on the stated rates, not on these rows.
